cytoskel mod = modifiers of F-actin cytoskeleton organization, primary screen, imaging, HUVEC, phalloidin staining, high-content imaging. HUVEC TNFa F-actin phalloidin imaging. inhibition, % at 2 µM. AID 836, 2007. 0.18% of 91,000 active;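 active = inhibition above the batch mean plus 3 SD and confirmed as a hit by visual image inspection, cut at about 30% in these data, passing the limit was not always enough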; also: strong numbers were not always called active
PTPN22 act = LYP phosphatase activators, primary screen, biochemical, DiFMUP fluorescence, 2 µM; recombinant LYP; 0 = plate median, 100 = signal doubled; activation, % at 2 µM; 0.11% of 96,000 active; AID 697, 2007;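 active = activation at 2 µM above a set limit, the mean plus 5 SD, cut at about 37% in these data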
PLK1 PBD inh = Plk1 polo box domain binding inhibitors, primary screen, biochemical, fluorescence polarization; Serine/threonine-protein kinase PLK1 (Homo sapiens), P53350; Plk1 PBD phosphopeptide binding; inhibition, %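 (tested at about 20 µM)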; 0.13% of 97,000 active; AID 693, 2007; in the data active = inhibition above about 34%, passing the limit was not always enough
Target sequence (P53350 whole entry, looked up, the tested form may be a part): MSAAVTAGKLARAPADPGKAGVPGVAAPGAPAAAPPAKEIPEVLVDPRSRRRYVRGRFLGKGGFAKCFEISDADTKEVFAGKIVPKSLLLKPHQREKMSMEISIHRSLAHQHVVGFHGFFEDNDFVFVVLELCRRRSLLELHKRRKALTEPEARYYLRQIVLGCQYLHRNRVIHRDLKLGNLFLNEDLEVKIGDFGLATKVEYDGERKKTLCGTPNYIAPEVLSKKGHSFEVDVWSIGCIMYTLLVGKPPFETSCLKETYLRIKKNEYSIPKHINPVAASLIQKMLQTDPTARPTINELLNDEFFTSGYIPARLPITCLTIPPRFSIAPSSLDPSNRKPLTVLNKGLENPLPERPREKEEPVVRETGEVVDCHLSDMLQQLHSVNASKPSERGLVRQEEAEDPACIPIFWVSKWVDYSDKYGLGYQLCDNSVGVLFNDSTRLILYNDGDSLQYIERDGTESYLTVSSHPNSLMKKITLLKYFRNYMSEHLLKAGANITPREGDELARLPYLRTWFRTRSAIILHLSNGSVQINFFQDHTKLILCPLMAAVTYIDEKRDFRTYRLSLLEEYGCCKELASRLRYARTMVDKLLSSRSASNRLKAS
EphB4 antag = EphB4-ephrin-B2 interaction antagonists, primary screen, biochemical, TNYL-RAW peptide probe, fluorescence polarization. EphB4 LBD / TNYL-RAW-Alexa532 peptide. inhibition, % at 7 µM. Ephrin type-B receptor 4 (Homo sapiens), P54760. 0.15% of 97,000 active;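 active = inhibition above the screen-wide mean inhibition plus 3 SD, cut at about 15% in these data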;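 also: 0% = DMSO wells and 100% = excess unlabeled TNYL-RAW peptide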
LYP inh 2 = PTPN22 phosphatase inhibitors, primary screen, biochemical, DiFMUP fluorescence, 2 µM. 0.21% of 96,000 active. recombinant LYP catalytic domain. Tyrosine-protein phosphatase non-receptor type 22 (Homo sapiens), Q9Y2R2. AID 640, 2007. inhibition, % at 2 µM;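 active = inhibition at 2 µM at or above a set limit, the screen mean plus 3 SD, cut at about 24% in these data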;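 also: 0% = DMSO with enzyme and 100% = enzyme fully blocked by orthovanadate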
HIV Rev-RRE inh = HIV-1 Rev-RRE binding inhibitors, primary screen, biochemical, FRET, protein-RNA interaction. P05866. Rev peptide-RRE RNA binding. inhibition, % at 8 µM. 0.79% of 97,000 active. AID 704, 2007;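 active = inhibition above the screen-wide mean plus 3 SD, cut at about 35% in these data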;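 also: 0% = median DMSO wells and 100% = median Neomycin B control wells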
Target sequence (P05866 whole entry, looked up): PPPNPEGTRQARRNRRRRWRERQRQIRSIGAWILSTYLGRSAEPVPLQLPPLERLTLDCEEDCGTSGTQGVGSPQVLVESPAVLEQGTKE
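Material: labelled RRE RNA duplex and labelled Rev peptide / Buffer or medium: HEPES pH 7.5 salt buffer with EDTA / Compound dosing: single point, 8 µM final nominal compound concentration / Benchmarks: DMSO low control, neomycin B high control / Timing: 5 min preincubation and 15 min binding, 25 °C / Technique: FRET fluorescence readout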
FAK blocker = FAK kinase inhibitors, primary screen, biochemical | inhibition, %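 (tested at 7 µM)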 | biochemical FAK kinase activity assay | Focal adhesion kinase 1 (Homo sapiens), Q05397 | 0.84% of 97,000 active; in the data active = inhibition above about 19%;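 also: 0% = DMSO and 100% = reference compound high control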
Pyk2 oligo antag = antagonists of Pyk2 self-association, primary screen, Q293 cells, FERM NanoBiT luminescence, HTS; 0.83% of 99,000 active; AID 1347419, 2020; stronger effect = lower value; z-score (the deposit names both 25 µM and 10 µM); Protein-tyrosine kinase 2-beta (Homo sapiens), Q14289;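 active = Z-score of -3 or lower, scaled per plate to the spread of control and sample wells; inactive = z-score above -3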;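 also: negative z-score means lost luminescence so less FERM oligomerization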
PLK1 inh = human PLK1 kinase inhibitors, primary screen, biochemical, TR-FRET; Serine/threonine-protein kinase PLK1 (Homo sapiens), P53350; recombinant PLK1 kinase, TR-FRET peptide phosphorylation; inhibition, % at 10 µM; 0.53% of 97,000 active; AID 619, 2007;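 active = inhibition of 50% or more in the single-concentration screen; inactive = inhibition below 50%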;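 also: 0% = DMSO max control and 100% = H-89 dihydrochloride min control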
* marks the source's active call; other numbers are inactive results; . = not tested or not shown; & = joins results of further samples. Random draw from the library. Share with any hit: about 3.5%.

(1) O=C(CSc1nnc(-c2ccco2)n1-c1ccccc1)N1CCOCC1
(2) FC(F)Oc1ccc(-c2csc(Cc3nnc4n3CCCCC4)n2)cc1
(3) Cc1cc(Cl)cc(Br)c1OCCCCn1cncn1
(4) Cc1ccc(C)c(Cn2nnc3c(=O)[nH]c(C4CCCN(C(=O)C5CCC5)C4)nc32)c1 (stereo not given)
(5) Cn1c(NC(=O)C2CCCC2)cc(=O)n(C)c1=O
Compound,1,2,3,4,5
cytoskel mod,4,-9,-16,-20,2
PTPN22 act,8,11,4,-3,-1
PLK1 PBD inh,-18,0,-2,-12,30
EphB4 antag,-3,-5,7,-7,-7
LYP inh 2,-6,-7,-4,1,1
HIV Rev-RRE inh,3,-5,5,0,0
FAK blocker,-1,-4,2,-1,-2
Pyk2 oligo antag,0.26,0.52,0.93,-0.13,.
PLK1 inh,-2,-12,-4,15,-6

(6) Cc1ccc(Oc2ccc(S(=O)(=O)N3CCOCC3)cc2C(N)=O)c(-n2nc3ccccc3n2)c1
(7) CC1CCN(C(=O)N2c3ccccc3Sc3ccccc32)CC1
(8) CC(=O)NC(=O)NC1CSCC1OC(C)=O (stereo not given)
(9) CC(=O)NN1C(=O)/C(=C/c2ccc(Br)o2)SC1=S
(10) CCSc1c(C(=O)NC)ccc2c1C(=O)c1ccccc1C2=O
Compound,6,7,8,9,10
cytoskel mod,-13,-6,-1,-11,0
PTPN22 act,22,-6,21,2,-6
PLK1 PBD inh,-11,13,1,-35,15
EphB4 antag,-2,-1,-6,-1,-1
LYP inh 2,-24,5,-21,-2,8
HIV Rev-RRE inh,4,11,8,3,1
FAK blocker,4,-1,-6,1,1
Pyk2 oligo antag,-0.97,-1.6,0.51,0.67,0.65
PLK1 inh,-10,-13,-6,-17,-14

(11) CCCn1c(SCC(=O)N2CCc3ccccc32)nnc1-c1ccco1
(12) CCOCCCn1c(SCC(=O)NC(C)C)nc2ccccc2c1=O
(13) COc1ccccc1NC(=O)CSc1nc(C)c2c(c1C#N)CCCC2
(14) Cc1ccc(CSCCNC(=O)c2ccc(Cl)c(S(=O)(=O)N3CCOCC3)c2)cc1
(15) COc1ccccc1-n1nnnc1SCC(=O)NC1CCCC1
Compound,11,12,13,14,15
cytoskel mod,13,-2,0,-3,1
PTPN22 act,6,-11,-7,0,-3
PLK1 PBD inh,20,-4,-13,9,14
EphB4 antag,4,0,0,2,7
LYP inh 2,-8,14,11,2,0
HIV Rev-RRE inh,5,6,10,2,8
FAK blocker,-4,4,6,0,2
Pyk2 oligo antag,-0.74,1.1,-1.2,0.01,-1.2
PLK1 inh,5,-13,-7,-10,-16

(16) COc1ccc(C2(NC(C)=O)CCN(C(=O)c3ccco3)CC2)cc1
(17) COc1ccc(C)cc1S(=O)(=O)Nc1cc(Cl)ccc1Cl
(18) COc1ccc(N(C(=O)Cn2cnc3ccccc32)C(C(=O)NC2CCCCC2)c2ccccc2)cc1 (stereo not given)
(19) CCc1nc(C)c(-c2ccccc2)c(=O)[nH]1
(20) CCN(CC)CC(=O)Nc1nn(-c2ccccc2)nc1C(N)=O
Compound,16,17,18,19,20
cytoskel mod,45,0,-21,-12,21
PTPN22 act,3,-11,-5,2,-7
PLK1 PBD inh,12,-20,-5,-10,-5
EphB4 antag,5,6,-4,3,4
LYP inh 2,-4,10,9,1,10
HIV Rev-RRE inh,5,11,1,0,-2
FAK blocker,2,-1,-2,-10,-4
Pyk2 oligo antag,0.37,-0.48,0.47,-0.61,-0.27
PLK1 inh,1,-10,0,-4,-6

(21) O=C(CC1Sc2ccccc2NC1=O)Nc1cccc(-c2nnc3n2CCCCC3)c1 (stereo not given)
(22) Cc1ccc(-n2[nH]c(C)c(C=NC34CN5CN(CN(C5)C3)C4)c2=O)cc1C
(23) C[N+]1(CCOS(=O)C23CC4CC(CC(C4)C2)C3)CCOCC1 (stereo not given)
(24) Fc1ccccc1OCCCCn1cncn1
(25) Cc1cc(OCCCC(=O)NC2=NCCS2)ccc1Cl
Compound,21,22,23,24,25
cytoskel mod,.,-6,10,-8,6
PTPN22 act,1,-9,6,-1,-10
PLK1 PBD inh,7,25,-10,1,-15
EphB4 antag,9,3,-3,0,-2
LYP inh 2,-3,6,-7,4,9
HIV Rev-RRE inh,1,10,3,8,-1
FAK blocker,6,-3,-1,-1,1
Pyk2 oligo antag,0.14,-0.38,0.09,0.62,0.35
PLK1 inh,0,-8,-15,-2,3

(26) COc1cc(C(=O)Nc2cccc(-c3nc4ccccc4o3)c2C)cc(OC)c1OC
(27) CCOc1ccccc1NC(=O)CC(O)(C(F)(F)F)C(F)(F)F
(28) COc1ccc(-c2nnc(SCC(=O)c3[nH]c(C)c(C(C)=O)c3C)o2)cc1
(29) CCOC(=O)c1sc(NC(=O)c2ccc(S(=O)(=O)N(CC)CC)cc2)nc1C
(30) Cc1ccc2nc(-c3ccccc3)cc(C(=O)O)c2c1
Compound,26,27,28,29,30
cytoskel mod,-13,-6,0,0,-8
PTPN22 act,-9,4,6,-10,-1
PLK1 PBD inh,-15,-12,27,31,-2
EphB4 antag,4,-8,-13,8,3
LYP inh 2,7,-7,-7,10,-2
HIV Rev-RRE inh,3,3,-6,-2,3
FAK blocker,2,0,-1,-19,-7
Pyk2 oligo antag,-1.1,0.64,1.1,1,0.3
PLK1 inh,-4,-5,-9,-6,-10

(31) COc1ccc(-c2cc(C(F)(F)F)nc(N3CCN(C)CC3)n2)cc1
(32) CC(C)OC(=O)CCc1nc2ccccc2[nH]c1=O
(33) CCOC(=O)N1CCN(C(=O)c2cc3c(s2)-c2ccccc2OC3)CC1
(34) CCOc1cc(C2C(C(=O)N3CCCCC3)=C(C)NC3=C2C(=O)CC(C)(C)C3)ccc1O (stereo not given)
(35) COC(=O)CNC(=O)C1CCCN1C(=O)OC(C)(C)C (stereo not given)
Compound,31,32,33,34,35
cytoskel mod,-4,-7,1,22,-24
PTPN22 act,6,-2,-1,-4,-2
PLK1 PBD inh,-18,-11,17,28,-21
EphB4 antag,-2,-9,2,-2,-5
LYP inh 2,-8,2,1,2,4
HIV Rev-RRE inh,3,-3,11,3,9
FAK blocker,-1,0,-7,-1,-1
Pyk2 oligo antag,-0.79,-0.63,.,-0.46,1.8
PLK1 inh,-2,-15,-19,-10,-34

(36) O=C(COc1cccc2ccccc12)N/N=C/c1ccc(Sc2nc3ccccc3s2)o1
(37) O=C(CCCOc1ccccc1)Nc1cccnc1
(38) COc1ccc(N=C2NN=C(c3ccc4c(c3)OCCO4)CS2)cc1
(39) O=C1CC(SC(=Nc2ccccc2)Nc2ccccc2)C(=O)N1c1cccc2ccccc12 (stereo not given)
(40) COc1ccc(OC)c(/C=C(\NC(=O)c2ccccc2)C(=O)N/N=C/c2ccc(C)s2)c1
Compound,36,37,38,39,40
cytoskel mod,-4,-9,-1,-24,-6
PTPN22 act,7,0,-2,5,3
PLK1 PBD inh,-15,-2,2,-12,-4
EphB4 antag,1,-6,10,-3,-10
LYP inh 2,-8,-1,-1,-2,-1
HIV Rev-RRE inh,12,3,6,6,7
FAK blocker,1,-4,0,-9,0
Pyk2 oligo antag,0.61,0.59,-1.9,-3*,-2.2
PLK1 inh,-10,-8,-4,3,-5

Compound profiles, as listed above. Order of screens: cytoskel mod | PTPN22 act | PLK1 PBD inh | EphB4 antag | LYP inh 2 | HIV Rev-RRE inh | FAK blocker | Pyk2 oligo antag | PLK1 inh
O=C(COc1cccc2ccccc12)N/N=C/c1ccc(Sc2nc3ccccc3s2)o1 across the screens: -4 | 7 | -15 | 1 | -8 | 12 | 1 | 0.61 | -10
COc1ccc(N=C2NN=C(c3ccc4c(c3)OCCO4)CS2)cc1 across the screens: -1 | -2 | 2 | 10 | -1 | 6 | 0 | -1.9 | -4
O=C1CC(SC(=Nc2ccccc2)Nc2ccccc2)C(=O)N1c1cccc2ccccc12 (stereo not given) across the screens: -24 | 5 | -12 | -3 | -2 | 6 | -9 | -3* | 3
COc1ccc(OC)c(/C=C(\NC(=O)c2ccccc2)C(=O)N/N=C/c2ccc(C)s2)c1 across the screens: -6 | 3 | -4 | -10 | -1 | 7 | 0 | -2.2 | -5
O=C(CCCOc1ccccc1)Nc1cccnc1 across the screens: -9 | 0 | -2 | -6 | -1 | 3 | -4 | 0.59 | -8

Following part
(41) CSc1nc(SCC(=O)NCc2ccco2)c2c3c(sc2n1)CN(C)CC3
(42) O=C1OC(c2ccccc2)C2(CCCC2)C(=O)C12CCCC2 (stereo not given)
(43) COCCNC(=O)C(c1ccccc1)N(C(=O)Cn1nnc2ccccc21)c1cccnc1 (stereo not given)
(44) CCOC(=O)c1cc(C)sc1N1C(=O)C2C3C=CC(C3)C2C1=O (stereo not given)
(45) COc1nc(-c2ccccc2)ccc1-c1noc(-c2ccccc2)n1
Compound,41,42,43,44,45
cytoskel mod,.,.,-39,1,-9
PTPN22 act,-7,33,-1,-17,-6
PLK1 PBD inh,-2,20,3,0,-23
EphB4 antag,-11,-9,-6,-2,4
LYP inh 2,5,-32,-2,18,3
HIV Rev-RRE inh,14,6,-2,4,15
FAK blocker,22*,1,-5,-2,-2
Pyk2 oligo antag,-0.36,-0.37,-0.2,1.8,-1.5
PLK1 inh,9,-1,-13,3,-59

(46) COc1ccc2c(C=Nc3c(C)n(C)n(-c4ccccc4)c3=O)c(O)n(Cc3ccco3)c(=O)c2c1
(47) COCCN(C(=O)CC(C)(C)C)c1nnc(-c2cccnc2)s1
(48) COc1ccc(/C=N/Nc2nc(N3CCCC3)nc(N3CCCC3)n2)cc1O
(49) Cc1cc(Cl)c(S(=O)(=O)Nc2ccccn2)cc1OCC(N)=O
(50) CCOC(=O)c1cc(-c2ccccc2)sc1NC(=O)CN1C(=O)c2ccccc2C1=O
(51) O=C1NC(c2cccs2)Nc2ccccc21 (stereo not given)
Compound,46,47,48,49,50,51
cytoskel mod,-2&1,-4,21,-2,13,-19
PTPN22 act,-4&0,-7,7,-2,3,-7
PLK1 PBD inh,-12&-10,15,-10,-15,-28,-25
EphB4 antag,3&-4,4,5,1,2,2
LYP inh 2,2&6,8,-7,-1,0,8
HIV Rev-RRE inh,10&4,4,4,1,8,2
FAK blocker,4&5,0,-3,0,1,3
Pyk2 oligo antag,-0.39&-2.4,0.82,-0.25,1.6,-1.6,0.42
PLK1 inh,-12&-9,-8,-2,-4,-8,-29
